KCNK3 block – human KCNK3 channel inhibition, primary screen; actives 0.84% (n = 340,000); B-score at 10 µM; CHO-KCNK3 thallium flux, FluxOR fluorescence; stronger effect = lower value; O14649;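 active = B-score under library mean minus 4 SD, starting fluorescence ratio at most library mean plus 5 SD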;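 note: more negative B-score means stronger inhibition of thallium flux through KCNK3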
TRPC4 PAM – allosterically enhances the mouse TRPC4 cation channel | Q9QUQ5 | HEK293 TRPC4beta/mu-opioid, DAMGO EC20, Fluo-4 Ca2+ flux; stronger effect = higher value | B-score at 10 µM | actives 0.42% (n = 310,000) | AID 2227;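 active = B-score of calcium response area above 5 SD of library B-scores, with initial fluorescence ratio within 5 SD of library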;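 note: B-score of integrated fluorescence ratio over time as area under calcium response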
KCNK9 block – human KCNK9 channel inhibition | AID 488922 | HEK293 KCNK9, FluxOR thallium flux fluorescence; stronger effect = lower value | actives 1.2% (n = 310,000) | Q9NPC2 | B-score at 10 µM;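 active = ratio B-score over 3 SD below the library mean, with starting fluorescence within 5 SD of its mean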;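 note: negative B-score means less thallium flux so channel inhibition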
Target sequence (Q9NPC2 whole entry, looked up): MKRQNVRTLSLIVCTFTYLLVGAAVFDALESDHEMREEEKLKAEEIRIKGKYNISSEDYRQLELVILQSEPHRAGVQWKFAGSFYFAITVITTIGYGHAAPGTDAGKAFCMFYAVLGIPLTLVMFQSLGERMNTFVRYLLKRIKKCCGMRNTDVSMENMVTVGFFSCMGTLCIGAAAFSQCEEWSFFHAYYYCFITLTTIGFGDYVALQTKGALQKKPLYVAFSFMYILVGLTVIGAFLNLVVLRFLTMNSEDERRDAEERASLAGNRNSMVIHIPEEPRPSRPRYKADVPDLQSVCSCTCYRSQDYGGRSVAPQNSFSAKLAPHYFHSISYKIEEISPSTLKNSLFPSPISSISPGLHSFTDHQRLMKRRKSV
hERG protect – shields human hERG channel from block by proarrhythmic agents; Q12809; CHO-hERG, FluxOR thallium flux, dofetilide IC70 present; activation (rescue from dofetilide block), less the hit threshold, % at 10 µM; actives 0.51% (n = 310,000);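 active = activation above the mean of controls blocked by dofetilide plus 5 SD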;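 note: thallium influx through hERG after potassium depolarization seen as dye fluorescence rise; in these data hits start at about 4.7%; inactives centre near -7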
PolyA inhibitor – blocks polyadenylation in yeast reporter cells; actives 0.02% (n = 300,000); AID 1875; calls only at 12 µM; S. cerevisiae SKY197-pL101 polyadenylation reporter, beta-gal luminescence; efflux-impaired pdr1/pdr3 knockout yeast; score 100 = 6 SD above DMSO;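 active = lowest replicate activity score at least 50, where 100 means six control SD above control mean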;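 note: yeast exposed to compound for 9 h at 30 °C; higher score means more reporter readthrough which indicates perturbed polyadenylation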
KCNQ1 act – potentiators or activators of human KCNQ1 potassium channel; P51787; CHO-K1 KCNQ1, thallium flux FluxOR fluorescence; stronger effect = higher value; B-score at 10 µM; actives 0.35% (n = 310,000);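 active = fluorescence ratio B-score, a plate-corrected score, at least three library SD, with initial intensity B-score within 5 SD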
Target sequence (P51787 whole entry, looked up): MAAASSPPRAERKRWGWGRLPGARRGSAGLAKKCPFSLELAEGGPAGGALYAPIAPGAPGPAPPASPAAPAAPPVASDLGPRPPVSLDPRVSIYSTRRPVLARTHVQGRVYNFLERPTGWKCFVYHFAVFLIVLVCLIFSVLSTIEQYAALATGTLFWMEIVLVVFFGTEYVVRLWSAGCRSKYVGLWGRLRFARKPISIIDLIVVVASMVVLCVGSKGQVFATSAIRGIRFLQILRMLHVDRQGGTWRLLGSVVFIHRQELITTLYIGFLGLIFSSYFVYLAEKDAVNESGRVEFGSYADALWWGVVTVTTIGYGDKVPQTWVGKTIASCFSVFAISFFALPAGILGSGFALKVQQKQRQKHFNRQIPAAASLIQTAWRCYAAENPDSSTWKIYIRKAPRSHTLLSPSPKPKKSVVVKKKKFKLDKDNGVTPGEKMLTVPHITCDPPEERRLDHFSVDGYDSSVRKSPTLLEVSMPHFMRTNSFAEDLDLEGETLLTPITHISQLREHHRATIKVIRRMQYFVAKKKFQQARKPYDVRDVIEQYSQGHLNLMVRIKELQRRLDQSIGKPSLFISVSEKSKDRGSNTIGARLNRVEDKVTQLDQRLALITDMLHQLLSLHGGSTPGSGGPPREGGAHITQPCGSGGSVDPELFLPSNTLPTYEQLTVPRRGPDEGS
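Schedule – 37 °C overnight plating, 90-min dark dye load, 20-min compound pretreatment · System – stable KCNQ1 CHO-K1 line · Probe or stimulus – thallium- and potassium-containing depolarizing buffer · Measured by – kinetic FluxOR fluorescence, 10 s baseline plus 110 s post-stimulus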
Dyrk1A ADPGlo – blocks rat Dyrk1A kinase activity | ADP-Glo luminescence, NFATc1 peptide | actives 0.43% (n = 310,000) | inhibition, % at 12.5 µM | Q63470; in the data active = inhibition above about 50%;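 note: plate controls were vehicle with enzyme for no effect and no enzyme for full effect; many of its hits are not listed in these tables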
TRPC4 act – TRPC4 (mouse) channel activation | HEK293 TRPC4beta/mu-opioid, Fluo4 calcium fluorescence; stronger effect = higher value | B-score at 10 µM | actives 0.49% (n = 310,000) | AID 2237;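 active = B-score above 5 SD of library B-scores, and initial fluorescence ratio not above library mean plus 5 SD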;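 note: positive B-score marks a calcium rise read as TRPC4 activation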
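Incubation: 45 min room-temperature Fluo4 loading, 110 s read / System: HEK293 cells stably co-expressing mouse TRPC4beta and mu-opioid receptor / Signal: Fluo4 fluorescence, kinetic / Control set: buffer (low) and maximal DAMGO (high) / Measure: integrated baseline-normalised fluorescence ratio, converted to per-well B score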
TRPC4 inh – inhibitors of mouse TRPC4 channel; Q9QUQ5; HEK293 TRPC4beta/mu-opioid, DAMGO-evoked Fluo4 calcium flux; stronger effect = lower value; B-score at 10 µM; actives 0.39% (n = 300,000); AID 2247;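 active = B-score over 3 SD under the library average, no early fluorescence shift, positive overall ratio signal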
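Material: HEK293 cells with stable TRPC4beta plus mu-opioid receptor expression; probe or stimulus: DAMGO in two steps, submaximal then maximal; technique: Fluo4 calcium fluorescence by kinetic imaging, 5 s 1 Hz baseline; measure: integrated fluorescence ratio relative to baseline, converted to per-well B score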
KCNQ1 block – human KCNQ1 channel inhibition; P51787; AID 2642; actives 1.3% (n = 310,000); CHO-K1 KCNQ1, FluxOR thallium flux fluorescence; stronger effect = higher value; B-score at 10 µM;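 active = compounds whose thallium flux B-score, printed positive for inhibition, exceeds three library SD while starting fluorescence stays within three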;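 note: channel opened by potassium depolarization with thallium stimulus after 20 min compound exposure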
Platelet DG rel – modulates dense granule release in human platelets | actives 0.22% (n = 300,000) | inhibition, %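 (compounds screened at 7.5 µM in platelet-rich plasma)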 | AID 1663 | human platelet-rich plasma, SFLLRN dense granule ATP release, luminescence;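 active = mean replicate score, as percent of positive control, at or above 50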
An asterisk follows results filed as active; i = inactive; . = not tested or not shown.

SMILES	KCNK3 block	TRPC4 PAM	KCNK9 block	hERG protect	PolyA inhibitor	KCNQ1 act	Dyrk1A ADPGlo	TRPC4 act	TRPC4 inh	KCNQ1 block	Platelet DG rel
COc1cc(/C(C)=N/N2CCN(c3ccccc3OC)CC2)ccc1O	i	i	i	-12	i	i	2	i	i	i	.
CCOC(=O)c1sc(NC(=O)c2ccoc2C)c(C(N)=O)c1C	i	i	i	-6	i	i	19	i	i	i	-16
COc1ccc(C)cc1NC(=O)CN1C(=O)CSc2ccc(S(=O)(=O)N3CCCC3)cc21	i	i	i	-10	i	i	1	i	i	i	-6
CCOC(=O)C(=O)Nc1ccc(F)cc1	i	i	i	-4	i	i	1	i	i	i	-29
CCCNC(=O)CCn1nc(-c2ccc(C)cc2)c2ccccc2c1=O	i	i	i	-6	i	i	1	i	i	i	1
O=C(COc1ccc(F)cc1)NCC1CCCO1 (stereo not given)	i	i	i	-17	i	i	.	i	i	i	-1
O=C(CSc1nnc2ccc(-c3ccc(F)cc3)nn12)N1CCOCC1	i	i	i	-8	i	i	-1	i	i	i	25
O=C(NCCCNC(=O)c1ccccc1)c1ccccc1	i	i	i	0	i	i	.	i	i	i	-27
COc1ccc([N+](=O)[O-])cc1N(CC(=O)Nc1ccccc1C(=O)N1CCCC1)S(C)(=O)=O	i	i	i	-4	i	i	3	i	i	i	2
O=C(C1CCN(S(=O)(=O)N2CCC3(CC2)OCCO3)CC1)N1CCc2ccccc2C1	i	i	i	-7	i	i	.	i	i	i	-4
CCCS(=O)(=O)Nc1cccc(-c2cn3c(n2)SCC3)c1	i	i	i	-5	i	i	-1	i	i	i	8
Cc1ccc(S(=O)(=O)N2CCN(C(=O)CCC(=O)NCc3ccc(F)cc3)CC2)cc1	i	i	i	-6	i	i	12	i	i	i	4
Cc1cc(C)n(Cc2n[nH]c(=S)n2Cc2ccccc2)n1	i	i	i	-2	i	i	-1	i	i	i	-2
Cc1nnc(SCCN2C(=O)c3ccccc3C2=O)nc1C	i	i	i	-4	i	i	-7	i	i	i	-3
CCCCCC(/C=N/Nc1ccc(S(=O)(=O)N2CCOCC2)cc1[N+](=O)[O-])=C\c1ccccc1	i	i	i	-9	i	i	2	i	i	i	9
CCc1cccc(CC)c1NC(=S)Nc1ccccc1	i	i	i	-3	i	i	4	i	i	i	4
COc1cccc(C(=O)NC2CCCN(C3Cc4ccccc4C3)C2)c1OC (stereo not given)	i	i	i	-11	i	i	-5	90*	i	i	0
O=C(Nc1ccc2c(c1)OCCO2)c1cncc(Br)c1	i	i	i	1	i	i	4	i	i	i	11
Cc1nn(C)c(C)c1NC(=O)c1ccc(Br)o1	i	i	i	-5	i	i	4	i	i	i	-2
COc1cccc(C2=NOC(C(=O)NCc3ccco3)C2)c1 (stereo not given)	i	i	i	-9	i	i	2	i	i	i	-1
O=C(c1ccccc1)c1cc([N+](=O)[O-])ccc1N1CCCC1	i	i	i	-11	i	i	0	i	i	i	6
CCOC(=O)c1[nH]c2ccc(OC)cc2c1NC(=O)N1CCOCC1	i	i	i	-4	i	i	4	i	i	i	3
COc1ccccc1Nc1nc(NCC(C)C)nc(N)c1[N+](=O)[O-]	i	i	i	-8	i	i	.	i	i	i	-3
CCN(CC)S(=O)(=O)c1ccc(C)c(C)c1	i	i	i	-9	i	i	-2	i	i	i	9
Cc1cc2ncn(-c3ncccc3[N+](=O)[O-])c2cc1C	i	i	i	-7	i	i	19	i	i	i	0
(cont.)
SMILES	KCNK3 block	TRPC4 PAM	KCNK9 block	hERG protect	PolyA inhibitor	KCNQ1 act	Dyrk1A ADPGlo	TRPC4 act	TRPC4 inh	KCNQ1 block	Platelet DG rel
Cc1cccc(C)c1NC(=S)N(Cc1ccccc1)Cc1cccnc1	i	i	i	0	i	i	.	i	i	i	-13
COC(=O)c1cc(=O)nc2sccn12	i	i	i	-5	i	i	1	i	i	i	6
Cc1nn(Cc2c(F)c(F)c(F)c(F)c2F)c(C)c1NC(=O)c1c(-c2ccccc2)nn(-c2ccccc2)c1C	i	i	i	-14	i	i	17	i	i	i	10
Cc1ccc(O)c(NC(=O)c2ccc3c(c2)C(=O)N(Cc2ccco2)C3=O)c1	i	i	i	-4	i	i	-4	i	i	i	6
CC1(C)Cc2c(C#N)c(SCCOc3ccccc3)nc(N3CCOCC3)c2CO1	-9.4*	i	i	-21	i	i	-8	i	i	7*	-4
COc1ccc(S(=O)(=O)N2CCOCC2)cc1NC(=O)Cc1c(Cl)cccc1Cl	i	i	i	-7	i	i	-2	i	i	i	1
CC(=O)c1cnc2nc(SCc3cccc(C)c3)nn2c1C	i	i	i	-7	i	i	-6	i	i	i	-8
COc1cc(CC(NC(C)=O)C(=O)NC2CCN(C(=O)Nc3ccccc3C)CC2)cc(OC)c1 (stereo not given)	i	i	i	-14	i	i	-7	i	i	i	-3
CCOC(=S)SCC(=O)Nc1nc(C)c(C)s1	i	i	i	-10	i	i	3	i	i	i	1
COc1ccc(OC)c(NC(=O)CCCC(=O)NC2CCCCC2)c1	i	i	i	-11	i	i	2	i	i	i	6
Cc1cccc(C)c1NC(=O)COc1cccc(/C=N/NC(=O)C(=O)NCc2ccccc2)c1	i	i	i	-5	i	i	0	i	i	i	3
CCN(CC)c1ccc(N=Cc2c(C)[nH]c3ccccc23)cc1	i	i	i	-6	i	i	23	i	i	i	11
O=C(NCc1ccccc1)C1CCC(=O)N(CC2CCCCC2)C1 (stereo not given)	i	i	i	-6	i	i	5	i	i	i	4
c1ccc(-n2nnnc2SCCCSc2nc3ccccc3s2)cc1	-9.9*	i	-15*	-13	i	i	-2	i	i	i	-1
O=C1C(=O)N(Cc2ccccc2)C(=O)N1CCN1C(=O)c2ccccc2C1=O	i	i	i	-10	i	i	-2	i	.	i	8
O=C(NC(=O)c1ccccc1)Nc1cccc(S(=O)(=O)N2CCCCC2)c1	i	i	i	-14	i	i	-1	i	i	i	-12
CCCSc1nc2c(cnn2-c2ccc(C)c(C)c2)c(=O)[nH]1	i	i	i	-3	i	i	-7	i	i	i	-6
COc1ccc(/C=N/NC(=S)Nc2ccccc2)cc1	i	i	i	-2	i	i	2	i	i	i	-2
CCN(CC)c1ccc(C(=O)OCC(=O)Nc2ccc3[nH]c(=O)[nH]c3c2)cc1	i	i	i	-8	i	i	-5	i	i	i	4
COc1cccc(C(=O)CC(=O)C(=O)Nc2cc(OC)ccc2OC)c1	i	i	i	-5	i	i	-6	i	i	i	-9
CN(c1ccc(C(=O)Nc2ccccc2C(=O)N2CCCC2)cc1)S(C)(=O)=O	i	i	i	-4	i	i	0	i	i	i	0
CCOc1ccccc1CNC(=O)CCCC(=O)n1nc(C)c2ccccc21	i	i	i	-6	i	i	-6	i	i	i	2
COc1ccccc1C(=O)NCC(=O)Nc1ccccc1	i	i	i	-6	i	i	0	i	i	i	0
CCC(=O)N(Cc1cc2ccc(C)cc2[nH]c1=O)c1ccccc1OC	i	i	i	-1	i	i	1	i	i	i	7
O=[N+]([O-])c1cc(S(=O)(=O)N2CCCC2)ccc1N/N=C/c1ccccn1	i	i	i	-6	i	i	4	i	i	i	-3
Additional entries
SMILES	KCNK3 block	TRPC4 PAM	KCNK9 block	hERG protect	PolyA inhibitor	KCNQ1 act	Dyrk1A ADPGlo	TRPC4 act	TRPC4 inh	KCNQ1 block	Platelet DG rel
CCCC12CN3CC(C)(CN(C1)C31C(=O)Nc3ccc(C)cc31)C2=O (stereo not given)	i	i	i	-2	i	i	-2	i	i	i	5
CCOC(=O)N1CCN(CC(O)COc2ccccc2C(C)C)CC1 (stereo not given)	i	i	i	-6	.	i	8	i	i	i	.
COc1ccc(CNC(=O)C/C(C)=N/NC(=O)c2ccc(OC)cc2OC)cc1	i	i	i	-5	i	i	4	i	i	i	-1
CCOC(=O)c1ccc(CC2S/C(=C(\C#N)C(C)=O)NC2=O)cc1 (stereo not given)	i	i	i	-10	i	i	18	i	i	i	4
Clc1ccc2c(NNc3ccccc3Cl)ccnc2c1	i	i	i	-11	i	i	4	i	i	i	0
CCOCCCn1c(=S)[nH]c2cc(C(=O)N3CCN(C4CCCCC4)CC3)ccc2c1=O	i	i	i	-6	i	i	1	i	i	i	-3
Cc1cc(C)n(-c2cc(Oc3ccccc3)ncn2)n1	i	i	i	-9	i	i	-3	i	i	i	18
COc1ccc(/C=C2\SC(=S)N(CCC(=O)Nc3ccccc3C(=O)O)C2=O)cc1	i	i	i	-1	i	i	6	i	i	i	6
O=C(Nc1ccon1)Nc1ccc(F)cc1F	i	i	i	-12	i	i	1	i	i	i	-3
Cc1ccc(C)c(N2CCN(C(=O)C3CCN(c4nc(C)cc(C)n4)CC3)CC2)c1	i	i	i	-13	i	i	0	i	i	i	-3
COc1cccc(-c2c(C#N)c(SC)nc3cc(C)nn23)c1	i	i	i	-6	i	i	3	i	i	i	3
O=C(c1cccc(Br)c1)N1CCN(S(=O)(=O)N2CCOCC2)CC1	i	i	i	-3	i	i	-4	i	i	i	10
CC(=O)c1cccc(NC(=O)C2CC(=O)N(Cc3ccccc3)C2)c1 (stereo not given)	i	i	i	-1	i	i	-4	i	i	i	-4
CCN(CCNC(=O)CC1Oc2ccccc2NC1=O)c1ccccc1 (stereo not given)	i	i	i	-2	i	i	8	i	i	i	-11
NS(=O)(=O)c1ccc(CCNS(=O)(=O)c2ccc(Cl)cc2)cc1	i	i	i	0	i	i	2	i	i	i	-4
C=CCN1C(c2ccccc2)=CS/C1=C(/C#N)c1nnc(N2CCOCC2)n1-c1ccccc1	i	i	i	-14	i	i	2	i	i	i	-6
CCn1nnc2cc(C(=O)O)ccc21	i	i	i	-4	i	i	-4	i	i	i	5
Cc1occc1C(=O)NN=C1C2CC3CC(C2)CC1C3	i	i	i	-6	i	i	-6	i	i	i	4

Screening data from PubChem.

An excerpt; the hit share may differ from the screen's.
